Bioassay records: PubChem, several laboratories
sdo1 growth: growth rescue of sdo1-depleted yeast, primary screen, S. cerevisiae, bone marrow failure model; z-score at 10 µM; 140,000 tested, 0.21% active; S. cerevisiae sdo1-depleted JHY4D growth rescue, OD600 30 h; hits give high values; pdr5 snq2 efflux-pump mutant strain;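 active means z-score above 3 at both the 24 hr and the 30 hr optical density reads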;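 further: z-score against mean and SD of all compound wells on the same plate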
Insulin prom inh: inhibitors of insulin promoter-driven GFP, primary screen, imaging, TRM-6 cells (human fetal islet line), eGFP reporter, cell count; reporter expression induced with tamoxifen; inhibition, % at 2 µM; 130,000 tested, 0.9% active; AID 1273, 2008;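 active means inhibition above the mean plus 3 SD, with well images judged a real hit on visual review, cut at about 60% in these data, passing the limit was not always enough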
sdo1 growth Rescue 24 h: further read-out of sdo1 growth, marked with its call; z-score; S. cerevisiae sdo1-depleted JHY4D growth rescue, OD600; measured here: growth rescue at 24 h;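 0 is the plate mean of compound wells and units are plate SD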
An asterisk follows results filed as active; nt = no result given. Only part of the results is shown; count on the stated rates, not on these rows.

SMILES	sdo1 growth	sdo1 growth Rescue 24 h	Insulin prom inh
CN(C)CCCNC(=O)CC(c1ccccc1)c1ccccc1O (configuration not stated)	1.6	0.45	-71
COc1ccc(-n2c(=S)[nH]c3c(oc4ccccc43)c2=O)cc1	-0.3	-0.19	4
O=C(Nc1cn(-c2ccccc2)nc1-c1cccs1)c1ccco1	-1.5	-1.1	nt
CCOCCCNC(=O)C(c1ccc(C)cc1)N(Cc1ccc2c(c1)OCO2)C(=O)c1ccccn1 (configuration not stated)	nt	nt	-11
CN(C)/C=C/C(=O)c1ncc(C(F)(F)F)cc1Cl	nt	nt	11
CN1C(=O)C2(C(C#N)=C(N)Oc3n[nH]c(-c4ccc(Cl)cc4)c32)c2ccccc21 (configuration not stated)	0.48	0.13	nt
CCOC(=O)c1[nH]c2c(c1-c1ccccc1)C(=O)CC(c1ccc(OC)c(OC)c1)C2 (configuration not stated)	0.39	0.15	-2
CC(CNC(=O)C1CCCCC1)NC(=O)C1CCCCC1 (configuration not stated)	-0.38	-0.8	nt
COc1ccc(/C=C(\C#N)C(=O)OCC(=O)Nc2ccc(C(C)(C)C)cc2)cc1	1.2	1.1	nt
CN(C)CCCNS(=O)(=O)c1ccc(Oc2ncc(C(F)(F)F)cc2Cl)cc1	0.24	-0.05	-92
CC(C)COC(=O)n1c(SCC(=O)N(C)C)nc2ccccc21	-1.4	-1.7	-41
Cc1nn2c(N3CCN(c4ccccn4)CC3)cc(C(C)C)nc2c1-c1ccccc1	-2.4	-1.5	nt
COc1ccc(Cn2c(CCCO)nc3ccccc32)cc1OC	0.54	2.8	26
O=C(NCC1CCCO1)C1CCC(=O)N1Cc1ccc(F)cc1 (configuration not stated)	-0.31	-1	36
CCCOc1ccc(C(=O)Nc2nc(C)c(Cc3ccc4c(c3)OCO4)s2)cc1	-1.3	-0.59	-8
COc1ccc(C(CC(=O)O)NC(=O)c2ccco2)cc1 (configuration not stated)	-0.02	-0.31	-39
Nc1cccc(CCc2nc3ccccc3[nH]2)c1	0.69	0.18	17
Cc1ccc(C)c(NC(=O)C(=O)NCc2ccccn2)c1	2	3	16
COc1cc(CC(=O)NCCc2ccc(S(N)(=O)=O)cc2)cc(OC)c1OC	0.49	-0.01	19
O=C(CN1C(=O)CC(c2ccccc2)=Nc2ccccc21)NC1CCCCC1	-0.49	-1.2	-10

5 entries from above, with bars between the fields.
Structure | sdo1 growth | sdo1 growth Rescue 24 h | Insulin prom inh
COc1ccc(Cn2c(CCCO)nc3ccccc32)cc1OC | 0.54 | 2.8 | 26
O=C(NCC1CCCO1)C1CCC(=O)N1Cc1ccc(F)cc1 (configuration not stated) | -0.31 | -1 | 36
CCCOc1ccc(C(=O)Nc2nc(C)c(Cc3ccc4c(c3)OCO4)s2)cc1 | -1.3 | -0.59 | -8
COc1ccc(C(CC(=O)O)NC(=O)c2ccco2)cc1 (configuration not stated) | -0.02 | -0.31 | -39
Nc1cccc(CCc2nc3ccccc3[nH]2)c1 | 0.69 | 0.18 | 17

The list goes on.
SMILES	sdo1 growth	sdo1 growth Rescue 24 h	Insulin prom inh
CCOC(=O)c1ccc(N2C(=O)CC(N3CC(C)OC(C)C3)C2=O)cc1 (configuration not stated)	0.01	-0.12	58
COc1ccc(/C=N/NC(=O)C2(O)c3ccccc3-c3ccccc32)cc1	0.39	-0.31	-30
Cc1ccc(S(=O)(=O)N2CCN(C(=O)CN3CCCCC3)C2)cc1	-0.43	0.13	-12
Cc1ccc(-c2nnn(CC(=O)N(C)C3CCCCC3)n2)o1	nt	nt	74*
CCCCN=C(Nc1ccc(Cl)cc1)c1cccnc1	0.62	0.14	42
Cc1noc(C)c1CSc1nnc(-c2ccccc2)n1N	-0.87	-1.4	21
O=C1C2C3C=CC(C3)C2C(=O)N1CCCO (configuration not stated)	0.06	-0.02	34
O=Cc1cn(-c2ccc(F)cc2)c2ccccc12	0.77	1.3	-3
Cc1ccc(C(=O)NNS(=O)(=O)c2ccccc2[N+](=O)[O-])cc1	0.78	0.94	-57
CCOc1ccc(C(=O)Nc2ccc(NC(=O)c3ccco3)c(Cl)c2)cc1Cl	-1.4	-0.18	16
CCOCc1cn(CC(=O)c2ccc(Cl)cc2)c(C)nc1=N	-0.19	-1.1	57
COc1ccc(-n2c(C)cc(/C=C3\SC(=S)N(Cc4ccco4)C3=O)c2C)cc1	0.47	0.21	-245
CCCCN(C(=O)Cn1nnc2ccccc21)C(C(=O)NCCOC)c1ccc(OC)cc1 (configuration not stated)	0.97	1.2	nt
COc1ccc(C2C(C#N)=C(N)Nc3onc(C(C)(C)C)c32)c(OC)c1 (configuration not stated)	0.93	0.14	3
N#CCSc1nc2c(c(=O)n1Cc1ccco1)C1(CCCC1)Cc1ccccc1-2	nt	nt	36
O=C(NC1CCCCC1)C(c1cccnc1)N(CCc1ccccc1)C(=O)Cc1cccs1 (configuration not stated)	0.65	1.1	-53
O=C(CSCc1cccc(Cl)c1)N1CCN(Cc2ccc3c(c2)OCO3)CC1	-2.1	-0.91	-70
COc1cc(-c2[nH]nc3c2C(c2ccco2)C(C#N)=C(N)O3)cc(OC)c1OC (configuration not stated)	1.8	1.8	17
O=C(CCn1nc(-c2ccccc2)c2ccccc2c1=O)N1CCN(c2ccccc2)CC1	-1.2	-0.29	-27
COc1cccc(NC(=O)c2ccccc2NS(C)(=O)=O)c1	0.25	-0.28	11
Cc1c(C(=O)OCC(=O)N(C)c2ccccc2)cccc1[N+](=O)[O-]	nt	nt	50
COC(=O)C1=C(Nc2ccc(C)cc2)C=C(C)C(C(=O)OC)C1c1cccc(OC)c1 (configuration not stated)	-0.7	-0.99	-11
c1coc(CN2CN=C(Nc3nc4ccccc4s3)NC2)c1	0.39	0.31	14
CCOC(=O)N1CCC(=NNC(=O)Cn2ccc(C(F)(F)F)n2)CC1	nt	nt	-25
O=C(Cn1c(C(F)(F)F)nc2ccccc21)c1ccccc1	0.27	0.08	nt
O=C1C2C3C=CC(C3)C2C(=O)N1CNc1ccccc1 (configuration not stated)	0.29	-0.04	3
CCOc1ccc2nc(NC(=O)c3cccnc3)sc2c1	0.11	0.35	17
COc1cc(NC(=O)c2c(F)c(F)c(F)c(F)c2F)c(OC)cc1Cl	-0.48	0.14	-178
CC(=O)O[C@H]1C[C@@]2(C)[C@@H](C[C@@H](O)[C@H]3[C@@]4(C)CC[C@@H](O)[C@@H](C)C4CC[C@@]32C)/C1=C(\CCC=C(C)C)C(=O)O (some centres not stated)	0.38	0.39	5
Cn1nc([N+](=O)[O-])nc1Sc1nnc(-c2ccccc2)o1	-1.2	-0.4	31
O=C(Nc1ccc(/C=C/c2nc3ccccc3o2)cc1)c1cccc(C(F)(F)F)c1	-0.05	0.53	16
CC1CC(C)CN(C(=O)Cn2c(=O)n(CCCCC(=O)NCc3ccco3)c(=O)c3ccccc32)C1 (configuration not stated)	0.3	-0.02	nt
O=C1/C(=C/c2cccs2)Sc2ccccc21	0.07	0.67	nt
CC1CC(C)CN(C(=O)COC(=O)c2cc3ccccc3cc2O)C1 (configuration not stated)	-0.99	-0.89	25
CC(NC(=O)COc1ccccc1F)C1CC2CCC1C2 (configuration not stated)	nt	nt	-43
COc1cc(NC(=O)C23CC4CC(C2)CC(n2cnc([N+](=O)[O-])n2)(C4)C3)cc(OC)c1	0.84	0.15	38
Cc1ccc(Cn2cc(/C=N/Nc3ccc([N+](=O)[O-])cn3)c3ccccc32)cc1	-0.32	0.34	nt
COCCNC(=O)COC(=O)/C=C/c1c(C)nn(Cc2ccc(Cl)cc2Cl)c1Cl	-1.4	-0.51	12
O=S(=O)(NC1c2cccc3cccc(c23)C1N1CCNCC1)c1ccc(Cl)cc1 (configuration not stated)	nt	nt	13
Nc1nc(SCc2ccccc2Cl)[nH]c(=O)c1-c1ccccc1	-0.82	-1.1	7

In the list so far, these contain fluorine:
SMILES	sdo1 growth	sdo1 growth Rescue 24 h	Insulin prom inh
CN(C)/C=C/C(=O)c1ncc(C(F)(F)F)cc1Cl	nt	nt	11
CN(C)CCCNS(=O)(=O)c1ccc(Oc2ncc(C(F)(F)F)cc2Cl)cc1	0.24	-0.05	-92
O=C(NCC1CCCO1)C1CCC(=O)N1Cc1ccc(F)cc1 (configuration not stated)	-0.31	-1	36
O=Cc1cn(-c2ccc(F)cc2)c2ccccc12	0.77	1.3	-3
CCOC(=O)N1CCC(=NNC(=O)Cn2ccc(C(F)(F)F)n2)CC1	nt	nt	-25
O=C(Cn1c(C(F)(F)F)nc2ccccc21)c1ccccc1	0.27	0.08	nt
COc1cc(NC(=O)c2c(F)c(F)c(F)c(F)c2F)c(OC)cc1Cl	-0.48	0.14	-178
O=C(Nc1ccc(/C=C/c2nc3ccccc3o2)cc1)c1cccc(C(F)(F)F)c1	-0.05	0.53	16
CC(NC(=O)COc1ccccc1F)C1CC2CCC1C2 (configuration not stated)	nt	nt	-43

Exported with the structure last: entries from further up
sdo1 growth	sdo1 growth Rescue 24 h	Insulin prom inh	compound
0.24	-0.05	-92	CN(C)CCCNS(=O)(=O)c1ccc(Oc2ncc(C(F)(F)F)cc2Cl)cc1
2	3	16	Cc1ccc(C)c(NC(=O)C(=O)NCc2ccccn2)c1

Going on with the list:
SMILES	sdo1 growth	sdo1 growth Rescue 24 h	Insulin prom inh
CCn1c(CNC(=O)c2ccccc2)nc2ccccc21	nt	nt	70
Cc1ccc(NC(=O)CC2=NC(=O)C(CC(=O)Nc3ccccc3F)S2)cc1 (configuration not stated)	nt	nt	-29
Oc1ccc(-c2nc3ccccn3c2NCc2ccc3c(c2)OCO3)cc1	-0.08	0.32	-25
COc1ccc(-c2oc(/N=C/N3CCOCC3)c(C#N)c2-c2ccc(OC)cc2)cc1	0.3	0.66	nt
Nc1nc(SCC(=O)NN(c2ccccc2)c2ccccc2)n[nH]1	-0.39	-0.44	-26
CC(C)CC(C(=O)NC1CCCCC1)N(Cc1cccs1)C(=O)c1snc(C(N)=O)c1N (configuration not stated)	nt	nt	-14
C=CCn1c(SCC(=O)c2[nH]c(C)c(C(C)=O)c2C)nnc1-c1ccncc1	0.64	0.19	33
O=C(O)c1ccc(F)c(S(=O)(=O)Nc2ccccc2)c1	0.06	-0.61	nt
O=C(CC(=O)c1ccccc1O)c1ccc(F)cc1	-2.7	-2.3	31
CCOc1c(OC)cc(C2C(C#N)=C(N)Oc3n[nH]c(-c4ccncc4)c32)cc1OC (configuration not stated)	0.04	-0.75	nt
O=C(COC(=O)/C=C/c1ccccc1)Nc1ccccc1Br	-0.41	0.27	nt
COC(=O)c1ccc(Sc2ccc(Cl)cc2)c(N)c1	-0.65	-0.26	-29
CCOc1ccc(NC(=O)CSc2nc3[nH]ncc3c(=O)n2-c2ccccc2OC)cc1	0.48	0.33	0
CCC12CN3CC(CC)(CN(C1)C31C(=O)N(C)c3ccc(C)cc31)C2=O (configuration not stated)	0.59	0.57	nt
COc1cccc(OCc2nnc(SCC(=O)NCc3ccco3)n2CCc2ccccc2)c1	-0.65	-0.6	-79
COc1ccc(C(CC(=O)NCc2ccccc2)Sc2n[nH]c(-c3ccccc3)n2)cc1 (configuration not stated)	0.18	1.7	nt
O=C(NCc1ccccc1)Nc1cccn(Cc2ccc(F)cc2)c1=O	0.12	-0.85	42
COc1ccc(CCNC(=O)C2CCCN(S(C)(=O)=O)C2)cc1OC (configuration not stated)	0.88	-0.49	4
CC(=O)O/N=C(/C)c1ncc(C(F)(F)F)cc1N1CCOCC1	-0.12	-0.69	25
O=C(CN1CCC(Cc2ccccc2)CC1)NC(=O)NCc1ccco1	-1.4	-1.7	nt
CCCCN(CCCC)C(=S)N/N=C/c1c(C)[nH]n(-c2ccccc2)c1=O	-1.4	-0.52	nt
COCCCn1c(SCC(=O)OC2CCCCC2)nnc1-c1cccs1	0.18	0.16	-12
CCCC1=Nc2cc(C(=O)NCCCOC(C)C)ccc2Sc2ccccc21	-1	-0.94	11
Fc1ccc(CSc2nnc(CN3CCOCC3)n2-c2ccccc2)c(Cl)c1	-0.37	-0.38	nt
Cc1ccc(C)c(NC(=S)NNC(=O)c2ccc(Br)o2)c1	1.7	0.3	-36
COc1ccccc1NC(=O)CN(C)S(=O)(=O)c1ccc2c(c1)CCC(=O)N2	1.1	0.16	nt
C/C(CCc1ccccc1)=N/NC(=O)C(=O)NCc1ccccc1	nt	nt	-53
CN(Cc1ccccc1)S(=O)(=O)c1ccc2c(c1)NC(=O)CC(=O)N2	-0.43	0.72	8
Cc1nn(Cc2ccc(F)cc2)c(C)c1NC(=O)c1cc(-c2ccc3c(c2)OCO3)on1	-1.1	-0.85	nt
CC1=C(C(=O)OCc2ccccc2)C(c2ccc(-c3ccccc3)cc2)NC(=O)N1CCCCCC(=O)O (configuration not stated)	0.58	0.51	41
Cc1ccc(N(CN2CCCC2=O)C(=O)c2ccc(OC(C)C)cc2)cc1	-0.07	0.12	-67
CC(=O)Nc1cccc2c1OCCO2	1.6	0.73	14
NC(=O)c1nn(-c2ccccc2)c(=O)cc1O	0.72	0.15	14
CC1(c2ccc(OC(F)F)cc2)NC(=O)N(/N=C/c2c(O)ccc3ccccc23)C1=O (configuration not stated)	0.01	0.19	-15
CC(C)(/C=N/O)/[N+]([O-])=C/c1ccccc1C(F)(F)F	0.03	-0.29	23
COc1ccc(CNC(=O)COC(=O)/C=C/c2cccs2)cc1	1	0.09	0
O=C(NCCCN1CCN(CCCNC(=O)c2cccc([N+](=O)[O-])c2)CC1)c1cccc([N+](=O)[O-])c1	11*	7.6*	-28
O=C(CN(Cc1ccc2c(c1)OCO2)C(=O)CNC(=O)c1ccco1)NC1CCCCC1	2.4	1.9	nt
CC(C)(C)SCCNC(=O)Nc1ccccc1	-0.18	-0.21	14
Cc1cc(OCC(=O)c2ccc(F)cc2)ccc1N1C(=O)CCC1=O	0.03	-0.31	-7
